From PubChem
Glioma ERSR ind – qHTS for Inducers of the Endoplasmic Reticulum Stress Response (ERSR) in Human Glioma: qHTS; AID 602332, 2012; actives 0.02% (n = 420,000); U87-MG GRP78 promoter luciferase reporter, 16 h; Potency, µM, inactives show at the top dose activation, most hits filed as activators; also: potency is read from the fitted curve at half-maximal effect; series mostly up to about 76 µM; % of control where 0% means no effect; nearly all actives have a fitted effect of over 35% in size
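Stably transfected U87-MG glioma cells carrying a GRP78-based luciferase sensor; 16 h compound incubation. Luminescence end-point read 10 min after Bright-Glo addition at room temperature.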
RGS4 inh – Inhibitors of Regulator of G Protein Signaling (RGS) 4: qHTS. Regulator of G-protein signaling 4 (Homo sapiens), P49798. Transcreener GDP fluorescence polarization, RGS4-accelerated GTP hydrolysis. Potency, µM (series often up to 114 µM), for inactives: at the highest dose activity change, negative = inhibition, usual class: inhibitors. actives 0.039% (n = 390,000); also: potency is read from the fitted curve at half-maximal effect; % is scaled to controls: 0 for no effect and ±100 for the full control effect; nearly all actives have a fitted effect of over 75% in size; some results filed as inactive show a strong effect at the top dose
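MLSMR compounds (23 nl, pin-transferred) preincubated 10 min at room temperature with a 500nM (2x) first reagent, then RGS4 at 900nM (2x) plus Transcreener GDP mix added; fluorescence polarization (620/688 nm) read before and after 90 min at 30 °C.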
LDHA inh – qHTS assay for inhibitors of human lactate dehydrogenase; L-lactate dehydrogenase A chain (Homo sapiens), P00338; purified LDHA, NADH/diaphorase-resazurin fluorescence; hits give low values; AID 1347041, 2019; actives 0.15% (n = 480,000); activity change, % (values are at about 110 or 230 µM); in the data active = activity change below about -30%; inconclusive = mostly about -25% to -30%;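 also: plate controls were DMSO wells for no effect and wells without enzyme for full effect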
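Resorufin fluorescence (ex540/em590), read at 0 and 20 min after diaphorase/resazurin addition, reports the NADH left after a 5 min room-temperature reaction of 2 nM human LDH5 with 0.06 mM NADH and 0.2 mM pyruvate.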
12-LOX inh – Primary qHTS assay for inhibitors of human arachidonate 12S-lipoxygenase (ALOX12): Round 2; purified 12hLO, xylenol orange hydroperoxide absorbance; Polyunsaturated fatty acid lipoxygenase ALOX12 (Homo sapiens), P18054; actives 1.1% (n = 580,000); AID 1671190, 2021; Potency, µM (series often up to 108 µM), inactives show top-dose activity change, negative = inhibition, usual class: inhibitors; also: potency is read from the fitted curve at half-maximal effect; % is scaled to controls: 0 for no effect and ±100 for the full control effect
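Purified human 12hLO (150 nM final) in 25 mM Hepes, 0.01% Triton X-100, pH 7.0 was preincubated 15 min at room temperature with compound. Then 40 uM arachidonic acid was added, 30 min. Hydroperoxide was read by Fe-XO absorbance ratio 573/405 nm.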
D2 ag – HTS Assay for Allosteric Agonists of the Human D2 Dopamine Receptor: Primary Screen for Agonists; D(2) dopamine receptor (Homo sapiens), P14416; HEK293 T-REx D2 cells, calcium flux agonist mode; activation, % at 2 µM; actives 0.53% (n = 340,000); AID 485358, 2010;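 active = activation over 3 SD above normal in the single-dose calcium agonist read, cut at about 30% in these data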; also: 0% is about no effect
Target sequence (P14416 whole entry, looked up): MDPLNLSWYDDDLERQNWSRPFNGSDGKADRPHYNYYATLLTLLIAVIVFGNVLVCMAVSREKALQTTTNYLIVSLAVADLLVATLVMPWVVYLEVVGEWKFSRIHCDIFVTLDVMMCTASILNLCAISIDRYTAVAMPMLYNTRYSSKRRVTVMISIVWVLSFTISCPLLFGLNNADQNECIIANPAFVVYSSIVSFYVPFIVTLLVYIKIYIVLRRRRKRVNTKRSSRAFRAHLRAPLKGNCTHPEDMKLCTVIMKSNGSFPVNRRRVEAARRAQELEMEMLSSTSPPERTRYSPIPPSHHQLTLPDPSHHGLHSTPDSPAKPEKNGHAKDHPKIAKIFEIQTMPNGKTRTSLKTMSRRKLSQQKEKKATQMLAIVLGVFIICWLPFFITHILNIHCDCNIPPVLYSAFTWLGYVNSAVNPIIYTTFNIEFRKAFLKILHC
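Calcium-flux readout, 1 cycle/sec over 180 s following compound pin transfer, in inducible HEK293 Trex D2 cells (force-coupled); dopamine controls included. Positive calcium responses during this window marked compounds as potential agonists.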
Vif-APOBEC3F blk – qHTS for Inhibitors of Vif-A3F Interactions: qHTS. Potency, µM (top dose mostly 46.1 µM), without a hit: at the top dose activity, negative = active. HeLa A3F-eYFP + Vif (tagged APOBEC3F with the HIV-1 protein that degrades it), YFP fluorescence increase. actives 0.2% (n = 390,000); also: potency is read from the fitted curve at half-maximal effect; % of control where 0% means no effect; nearly all actives have a fitted effect of over 65% in size
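HeLa cells stably expressing Vif plus C-terminally eYFP-tagged A3F were seeded, incubated overnight at 37 deg C, dosed with compound, incubated overnight again at 37 deg C. Yellow fluorescence (Ex 488/Em 500-530) reported blocked Vif-mediated A3F-eYFP degradation.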
Vif-A3G inh – qHTS for Inhibitors of Vif-A3G Interactions: qHTS | DNA dC->dU-editing enzyme APOBEC-3G (Homo sapiens), Q9HC16 | HeLa A3G-eYFP + Vif (tagged APOBEC3G with the HIV-1 protein that degrades it), YFP fluorescence, overnight | Potency, µM (doses to about 46.1 µM), without a hit: at the top dose activity, negative = active, actives largely listed as inhibitors | actives 0.076% (n = 410,000);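 also: potency is read from the fitted curve at half-maximal effect; % is scaled to controls: 0 for no effect and ±100 for the full control effect; nearly all actives have a fitted effect of over 60% in size; hits raise eYFP signal because A3G escapes Vif-driven loss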
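HeLa cells stably expressing Vif and C-terminally eYFP-tagged A3G, seeded overnight at 37 deg C, then exposed to compound by pintool overnight at 37 deg C. Rise in yellow fluorescence (Ex 488/Em 500-530, Acumen) marks blocked Vif-driven A3G degradation.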
ERG-DNA inh – qHTS for Small Molecule Inhibitors of the ERG Ets/DNA interaction; fluorescence polarization, His-ERG Ets domain / labelled DNA; actives 0.028% (n = 370,000); Potency, µM (titrated, usually from 76.9 µM), without a hit: at the top dose FP activity, negative = inhibition, hits mostly inhibitors; AID 624246, 2012; Transcriptional regulator ERG (Homo sapiens), P11308; active = well fitted inhibition curve with a large enough effect in the polarisation, with a control signal flat; inconclusive = small, poorly fitted or top-dose-only effect, or effect the other way, or a change in a side signal; inactive = no such curve, though single readings can be large or run the other way; the % refers to the polarisation;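 also: polarization taken with two DNA probes labelled with fluorescein and Texas red; potency is read from the fitted curve at half-maximal effect; % of control where 0% means no effect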
Target sequence (P11308 whole entry, looked up, the tested form may be a part): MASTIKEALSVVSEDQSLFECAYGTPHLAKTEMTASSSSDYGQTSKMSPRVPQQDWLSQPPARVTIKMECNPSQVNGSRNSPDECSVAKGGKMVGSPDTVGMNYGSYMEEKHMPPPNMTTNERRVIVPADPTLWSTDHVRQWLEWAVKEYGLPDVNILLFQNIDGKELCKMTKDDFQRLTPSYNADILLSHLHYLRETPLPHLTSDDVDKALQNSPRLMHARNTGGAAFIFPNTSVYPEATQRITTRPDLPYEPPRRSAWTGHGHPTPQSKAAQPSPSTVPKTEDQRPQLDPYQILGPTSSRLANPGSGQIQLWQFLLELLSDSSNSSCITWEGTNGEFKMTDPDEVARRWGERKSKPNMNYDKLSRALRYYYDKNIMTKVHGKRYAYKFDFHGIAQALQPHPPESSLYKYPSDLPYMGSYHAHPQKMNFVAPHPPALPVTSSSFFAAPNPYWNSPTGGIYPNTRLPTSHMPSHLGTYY
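His-tagged ERG Ets domain (1 uM in the protein solution; 300mM KCl, 50mM Tris-HCl, 1mM EDTA, 1mM DTT, pH 7.5) received compound, then a probe mix of 5 nM fluorescein-DNA and 100nM Texas-615-DNA. Fluorescence polarization was read for both dyes.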
D2 antag – HTS Assay for Allosteric Antagonists of the Human D2 Dopamine Receptor: Primary Screen for Antagonists | HEK293 TREx D2 cells, calcium flux, dopamine EC80 | actives 2% (n = 340,000) | AID 485344, 2010 | inhibition, % at 10 µM | D(2) dopamine receptor (Homo sapiens), P14416; in the data active = inhibition above about 30%; also: 0% is about no effect
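Calcium mobilization kinetics were recorded at 1 s intervals in tetracycline-induced HEK293 T-REx D2 cells, first for 180 s after compound addition and then 180 s after EC80 dopamine.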
The depositor's hits bear a star; i = inactive; ? = inconclusive; . = not tested or not shown; & = joins results of further samples; [ ] = another dose, or the depositor's remark. Unless noted, calls follow the shape of the dose curve; as a rule, active = well fitted curve in the direction sought with a large enough effect; inconclusive = small, poorly fitted or top-dose-only effect, or another doubt; inactive = no such curve, though single readings can be large; an effect the other way counts as inactive or inconclusive.

Each structure is followed by: Vif-APOBEC3F blk, RGS4 inh, ERG-DNA inh, 12-LOX inh, D2 antag, Glioma ERSR ind, D2 ag, Vif-A3G inh, LDHA inh
Cc1csc(NC(=O)Cc2coc3cc(C)c(C(C)C)cc23)n1
→ -5%, -41%, 1%, ?, ., 2%, ., -10%, -2
CCN(CC)c1ccc2cc(-c3nnc(-c4ccccc4)o3)c(=O)oc2c1
→ i, 16%[11.4 µM], 0%, 3%, 38*, 2%, 116*, ?, 3
O=C(NC1CCCCC1)Oc1cccc2ccccc12
→ 11%, ?, -20%, ?, 7, -5%, -0.5, -3%, -3
Cc1ccc(NC(=O)c2ccc3c(c2)N(CC(=O)NC(C)C)C(=O)C(C)(C)O3)cc1
→ -4%, -7%, 2%, -2%, -17, 3%, -0.3, 0%, -6
COCCn1c(C)cc(C(=O)CSc2nc(C)c(C)c(C)n2)c1C
→ 8%, -19%, -12%, -8%, 2, -1%, -0.3, 5%, 0
Cn1cnc2c(NCc3ccco3)ncnc21
→ -3%, -2%&5%, -1%, -10%, -9, -2%&-2%, -0.5, 3%&-4%, -3&-16
CC1(C(=O)NS(=O)(=O)c2ccc(Cl)cc2)CCN1C(=O)c1ccccc1CCc1ccccc1 (configuration not stated)
→ ., ., ., -13%, ., -2%, ., -14%, -4
COc1ccc(-n2nc3c(c2NC(=O)c2ccco2)CS(=O)(=O)C3)cc1
→ 1%, 0%[11.4 µM], -7%, 0%, -3, 1%, 1.0, -1%, -3
COc1cccc(NC(=O)C2CC2(c2cccc(OC)c2)c2cccc(OC)c2)c1 (configuration not stated)
→ 5%, ?, 22%, -8%, -13, -5%, -0.4, 1%, -10
CCOC(=O)CNC(=O)N1CCCC(N(C)CCc2ccccc2)C1 (configuration not stated)
→ -8%, -37%, 4%, -7%, -7, -3%, 1.1, -2%, -1
COc1ccccc1CN1C(=O)[C@@H]2C(CC(N)=O)NC3(C(=O)Nc4c3ccc(Cl)c4C)[C@@H]2C1=O (some centres not stated)
→ -6%, -6%, -8%, -6%, 16, -2%, 0.8, -1%, -10
CCOC(=O)C(=Cc1cn(C)c2ccc(S(=O)(=O)N(C)C)cc12)C(=O)OCC
→ 2%, 7%, 7%, 148%[activator], -10, 2%, 1.2, -5%, -7
CC(C)=CCc1ccc(O)c(=O)cc1C(C)C
→ 1%, -6%, 7%, 25µM*, ., -3%, ., -14%, -2
O=C(NCc1cccs1)C1CCCN1C(=O)Nc1cccc(F)c1 (configuration not stated)
→ ?, 14%, -9%, 4%, 10, 1%, -1.4, -16%, -3
Cc1c(C(=O)Nc2ccccc2)cnn1-c1ccccc1
→ -5%, -41%, 3%, 145%[activator], ., -3%, ., 1%, 22
Cc1nc2sc3c(c2c(=O)[nH]1)CCCCC3
→ 5%, 2%, 2%, -18%, 15, 2%, -0.2, 0%, -3
CC(=O)Nc1ccc(NC(=O)CSc2ncc(C(=O)Nc3ccc(F)cc3)c(=O)n2C)cc1
→ -14%, 6%, 7%, -18%, -8, 0%, 0.2, -13%, -8
COc1ccc(F)cc1S(=O)(=O)N1CCC(C(N)=O)CC1
→ -10%, 12%, 1%, ?, -5, -6%, 0.3, 1%, -15
O=C(O)Cc1ccc(NC(=O)c2cccs2)cc1
→ -10%, 10%, 0%, ?, -7, -8%, 0.4, -2%, 2
O=S(=O)(c1ccc(Cl)c(Cl)c1)c1snnc1-c1ccccc1
→ 4%, -30%, -1%, ., ., -4%, ., ?, -1

Compound profiles (already shown). Screens in order: Vif-APOBEC3F blk, RGS4 inh, ERG-DNA inh, 12-LOX inh, D2 antag, Glioma ERSR ind, D2 ag, Vif-A3G inh, LDHA inh
`Cc1nc2sc3c(c2c(=O)[nH]1)CCCCC3` across the screens: 5%, 2%, 2%, -18%, 15, 2%, -0.2, 0%, -3
`COc1ccccc1CN1C(=O)[C@@H]2C(CC(N)=O)NC3(C(=O)Nc4c3ccc(Cl)c4C)[C@@H]2C1=O` (some centres not stated) across the screens: -6%, -6%, -8%, -6%, 16, -2%, 0.8, -1%, -10

Two compounds from above, showing only Glioma ERSR ind.
Molecule	Glioma ERSR ind
CCOC(=O)C(=Cc1cn(C)c2ccc(S(=O)(=O)N(C)C)cc12)C(=O)OCC	2%
COc1ccccc1CN1C(=O)[C@@H]2C(CC(N)=O)NC3(C(=O)Nc4c3ccc(Cl)c4C)[C@@H]2C1=O (some centres not stated)	-2%

(list continues)
Each structure is followed by: Vif-APOBEC3F blk, RGS4 inh, ERG-DNA inh, 12-LOX inh, D2 antag, Glioma ERSR ind, D2 ag, Vif-A3G inh, LDHA inh
COc1cc2c(cc1NC(=O)COC(=O)/C=C/c1ccccc1)oc1ccccc12
→ -16%, -1%, -5%, -4%, -5, -5%, 1.1, 2%, -2
CCN(CC)S(=O)(=O)c1ccc2c(c1)nc(CN(C)C(=O)Nc1ccc(Cl)cc1)n2C
→ 8%, 1%, 7%, 2%, ., 1%, -4.0, 4%, -4
O=C(Nc1cc(C(F)(F)F)ccc1N1CCOCC1)C1=NN(c2ccccc2)C(=O)CC1
→ 0%, 8%, -4%, -8%, -19, -5%, 0.0, -3%, 0
CCOc1cc(/C=N/NC(=O)c2cccnc2)ccc1OCC(=O)N(C)C
→ -4%, -5%, -12%, 3%, -37, 9%, 13, 1%, -9
Nc1ncnc2c1ncn2[C@@H]1O[C@H](CNCC(O)CO)[C@@H](O)[C@H]1O (some centres not stated)
→ 0%, -5%, -7%, -34%, ., -2%, ., 1%, 0
Cc1ccc(CCNC(=O)c2cc3sccc3n2Cc2ccc(C)cc2)cc1
→ 0%, 5%, 4%, -22%, ., -1%, 0.3, 0%, -7
Cc1ccc(C(=O)N/N=C/c2ccc([N+](=O)[O-])s2)cc1
→ -4%, -7%, 7%, -5%, -7, -18%, 6.1, ?, -35*
CC1(C(=O)Nc2nnc(C(C)(C)C)s2)Cc2ccccc2C(=O)O1 (configuration not stated)
→ -3%, 23%, 2%, 23%, -6, -2%, 0.5, 1%, 1
CC(/C=N/N1CCN(c2ccccn2)CC1)=C\c1ccccc1
→ 5%, 0%, -10%, -10%, -6, 3%, -1.1, 5%, -1
N#C/C(=C\c1c(N2CCOCC2)nc2ccccn2c1=O)S(=O)(=O)c1ccccc1
→ -2%, 12%, -3%, 0%, -4, -4%, 1.0, 1%, -6
CCCCN(C(=O)c1cc2c(s1)CCCCC2)c1c(N)n(CC(C)C)c(=O)[nH]c1=O
→ -3%, -2%, -1%, 11%, 11, -2%, 0.6, -6%, -1
Cc1ccc([N+](=O)[O-])cc1NC(=O)C[n+]1ccccc1
→ 4%, 30%, -13%, 14%, 6, -5%, 0.4, -4%, -16
O=C(O)C1CN(c2nc(Cl)ccc2[N+](=O)[O-])C1
→ -2%, 13%, 12%, -14%, -3, -1%, 3.2, 1%, -1
Cc1ccc(C)c(Cn2c(=O)n(Cc3ccccc3)c(=O)c3c2c2cc(C)ccc2n3C)c1
→ -4%, -14%, -3%, 0%, ., -1%, ., -7%, -4
COc1ccccc1-c1noc(CCCC(=O)N2CCOCC2)n1
→ -4%, 40%, 22%, -9%, ., -2%, 0.6, 1%, -5
Cc1c(C(=O)N2CCOCC2)sc(NC(=O)c2ccc([N+](=O)[O-])cc2)c1C#N
→ 7%, 14%, 0%, -18%, 5, 2%, 0.1, -3%, -6
CCOC(=O)c1ccccc1NC(=O)CSc1ccccc1
→ 5%, 7%, 0%, 39%[activator], -12, -2%, -0.2, -8%, -2
Cc1cccn2c(=O)c3cc(C(=O)NC(C)(C)C)n(C)c3nc12
→ 2%, -5%, -7%, -20%, ., 1%, 0.0, -1%, -1
O=C(NCCc1csc2nc(-c3ccc(F)cc3)nn12)c1ccco1
→ 2%, 3%, 2%, -1%, ., -1%, ., 1%, -6
COc1cc(OC)cc(C(=O)N2CCCC(c3nc(-c4ccc(C)o4)no3)C2)c1 (configuration not stated)
→ -2%, 2%, 2%, ?, 2, 4%, 2.8, 1%, -12
O=C1[C@H]2[C@@H](c3ccc(F)cc3)N3C(=O)N(c4ccccc4)C(=O)[C@@]3(Cc3ccccc3)[C@H]2C(=O)N1C1CCCCC1
→ 0%, -1%, 2%, 17%, ., 1%, ., -1%, 3
CC(CC(=O)N(C)CC(=O)Nc1ccc(N2CCOCC2)cc1)c1ccccc1 (configuration not stated)
→ 6%, -22%, -11%, -1%, 8, -5%, -0.3, 0%, -1
O=C(O)CCCN1C(=O)/C(=C\c2ccco2)SC1=S
→ -8%, ?, 55%[activator], ?, -9, -13%, 0.0, 0%, 4
O=c1[nH]c(CSc2ncc(C(F)(F)F)cc2Cl)nc2cc(C(F)(F)F)ccc12
→ -8%, -9%, 4%, 0%, -1, 1%, -1.0, 0%, -5

The list is partial (hit frequency here may not be typical).
